MITF primary: inhibitors of human MITF | O75030 | AlphaScreen MITF homodimerization, bead proximity signal | inhibition, % at 2.6 µM | hit rate 0.91% among 650,000; in the data active = inhibition above about 50%;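 also: 0% = vehicle wells with protein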
Target sequence (O75030 whole entry, looked up): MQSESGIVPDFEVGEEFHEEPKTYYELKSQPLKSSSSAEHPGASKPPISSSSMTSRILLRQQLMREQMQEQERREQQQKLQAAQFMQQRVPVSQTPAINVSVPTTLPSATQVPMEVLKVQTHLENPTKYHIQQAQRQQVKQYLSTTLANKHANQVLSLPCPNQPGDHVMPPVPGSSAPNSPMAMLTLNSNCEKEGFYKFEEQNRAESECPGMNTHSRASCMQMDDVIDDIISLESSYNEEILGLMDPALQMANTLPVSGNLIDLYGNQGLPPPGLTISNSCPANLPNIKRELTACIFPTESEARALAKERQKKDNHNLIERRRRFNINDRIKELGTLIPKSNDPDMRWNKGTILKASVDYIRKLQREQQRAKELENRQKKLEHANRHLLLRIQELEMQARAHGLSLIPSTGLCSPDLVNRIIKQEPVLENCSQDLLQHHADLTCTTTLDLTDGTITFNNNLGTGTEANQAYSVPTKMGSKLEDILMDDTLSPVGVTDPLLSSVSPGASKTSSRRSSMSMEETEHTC
GPR151 activ: human GPR151 activation. activation, % at 11.2 µM. PathHunter beta-arrestin GPR151 cells, luminescence. hit rate 1% among 650,000; in the data active = activation above about 4.9%;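 also: 0% = median of compound wells and 100% = cells with positive control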
Target sequence (Q8TDV0 whole entry, looked up): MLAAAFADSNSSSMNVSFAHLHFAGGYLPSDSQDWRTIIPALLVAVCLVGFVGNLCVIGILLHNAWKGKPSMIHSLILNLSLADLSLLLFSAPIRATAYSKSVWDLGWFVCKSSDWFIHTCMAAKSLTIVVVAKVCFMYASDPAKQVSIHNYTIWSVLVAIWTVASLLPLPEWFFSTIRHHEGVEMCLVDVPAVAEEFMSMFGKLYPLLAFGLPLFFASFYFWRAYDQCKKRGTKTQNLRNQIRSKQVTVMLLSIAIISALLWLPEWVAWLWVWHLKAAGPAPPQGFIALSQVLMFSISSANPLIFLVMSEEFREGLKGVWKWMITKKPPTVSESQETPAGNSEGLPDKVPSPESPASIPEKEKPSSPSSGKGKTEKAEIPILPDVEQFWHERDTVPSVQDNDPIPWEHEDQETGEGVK
TEAD-YAP block: TEAD-YAP interaction inhibition. HEK-TIYL cells, TEAD-Gal4/YAP UAS-luciferase luminescence. inhibition, % at 9.12 µM. hit rate 1.4% among 640,000; in the data active = inhibition above about 32%;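 also: 0% = median of test compound wells and 100% = reference inhibitor wells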
FBW7 act: activators of human E3 ligase FBW7; Q969H0; AlphaScreen FBW7–phospho-cyclin E peptide binding, activator screen; normalized activity (activation), % at 26.1 µM; hit rate 0.13% among 650,000; in the data active = normalized activity above about 1.9%;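 also: purified mutant Fbw7 with reduced substrate affinity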
* hit, by the source's call; . = not tested or not shown; & = joins results of further samples.

canonical_smiles,MITF primary,GPR151 activ,TEAD-YAP block,FBW7 act
CN1CCN(C(CNS(=O)(=O)c2cccs2)c2ccc(N(C)C)cc2)CC1 (centres undefined),13,0.9,-9,-0.2
CC(=O)c1ccc(NC(=O)Oc2ccccc2)cc1,-8,1.6,1,0.1
Cc1cc(C)n(-c2nncn2/N=C/c2ccc(N(C)C)cc2)n1,7,-1.5,-4,0.0
CC1=C(C(=O)Nc2ccccc2C)C(c2ccc(O)cc2)NC(=S)N1 (centres undefined),-7,1.8,8,0.0
Cc1nc2ccccc2c(=O)n1NC(=O)c1cc(Br)ccc1Cl,-14,0.0,8,0.2
Cc1ccc(/C=C/C(=O)Nc2ccccc2NC(=O)/C=C/c2ccc(C)o2)o1,4,1.2,1,0.1
COCCNC(=O)CC(=O)N/N=C/c1cccc(C(=O)OC)c1,18,0.6,4,0.8
Cc1ccc(NS(=O)(=O)c2cc(Br)cnc2N)cc1C,-24,2.7,-9,0.2
COc1ccc(CCNc2nc(Cl)nc3nc[nH]c23)cc1,-7,1.9,0,0.0
CCN1C(=O)/C(=C\c2ccc(C(=O)O)cc2)SC1=S,-16,0.4,5,-0.1
CCOc1cccc(Nc2cc(C)nc3ncnn23)c1,12,-0.2,-6,0.2
O=C(NCCOc1ccc(NC(=O)c2ccc(F)cc2)cc1)c1ccc(F)cc1,12,0.9,-4,0.5
COCc1ccc(C(=O)NCc2nnc3n2CCN(CC2=CC[C@H]4C[C@@H]2C4(C)C)CC3)o1,7,2.9,-22,0.0
COc1ccc(OC)c(S(=O)(=O)NCc2nc3nc(C)cc(C)n3n2)c1,-12,-0.6,2,-0.1
COc1ccc(COC(=O)C2=C(C)NC(=O)NC2c2ccc(C)cc2)cc1 (centres undefined),-8,-0.5,22,0.1

By substructure: the entries above containing two or more sulfur atoms (two)
canonical_smiles,MITF primary,GPR151 activ,TEAD-YAP block,FBW7 act
CN1CCN(C(CNS(=O)(=O)c2cccs2)c2ccc(N(C)C)cc2)CC1 (centres undefined),13,0.9,-9,-0.2
CCN1C(=O)/C(=C\c2ccc(C(=O)O)cc2)SC1=S,-16,0.4,5,-0.1

Going on with the list.
canonical_smiles,MITF primary,GPR151 activ,TEAD-YAP block,FBW7 act
CCOC(=O)C1=C(CN2CCC3(CC2)OCCO3)NC(=O)NC1c1ccc(OC)cc1 (centres undefined),-7,1.1,-10,-0.1
COc1ccc(-c2nc3ccccc3o2)cc1NC(C)=O,13,0.0,-13,0.0
CCOc1ccc(CN2CCN(Cc3cccc(-n4cccn4)c3)CC2CCO)cc1 (centres undefined),17,1.9,-2,0.1
COc1cccc(Cn2c(C)c(CNC3CCC(C)CC3)c(C(=O)O)c2C)c1 (centres undefined),9,2.8,4,0.3
c1ccc([C@H]2CN3CCSC3=N2)cc1,19&-8&4,1.5&-0.7&0.6,-11&-6,0.0&0.1&-0.1
O=C(Nc1cccc2cccnc12)c1ccc(Cl)cc1Cl,11,-0.7,-11,-0.1
Cc1cc(=O)[nH]c(SCCOc2ccccc2F)n1,1&-2,-3.8&-1.9,-30&-13,-0.2&-0.1
CC(=O)Nc1nnc(C2CCCO2)s1 (centres undefined),-15,0.0,-9,-0.2
CCCc1oc2c(cc(NS(=O)(=O)c3ccc(OC)cc3)c3ccccc32)c1C(=O)OCC,5,0.5,11,-0.1
CCCc1ccc(Oc2c(C)oc3cc(OCC)ccc3c2=O)cc1,-11,0.4,3,0.1
COc1cc(-c2nc3c(c(=O)[nH]c(=O)n3CC(C)C)n2CC(C)C)cc(OC)c1OC,20,-0.8,3,-0.2
O=C(O)C1CCCCC1C(=O)Nc1nncs1 (centres undefined),-8,-0.3,-2,-0.1
COc1ccc(OC)c(Nc2nc3nonc3nc2Nc2c(C)n(C)n(-c3ccccc3)c2=O)c1,-2,1.3,0,0.0
Cc1c(Br)cc(C(=O)N2CCCCC2)c(C)c1C,6,2.8,1,-0.1
Cc1c(NC(=O)c2ccccc2I)cccc1-c1nc2ncccc2o1,-1,-1.0,1,-0.1

Some values from the results shown.
O=C(O)C1CCCCC1C(=O)Nc1nncs1 (centres undefined) @ TEAD-YAP block = -2
COc1cc(-c2nc3c(c(=O)[nH]c(=O)n3CC(C)C)n2CC(C)C)cc(OC)c1OC @ MITF primary = 20
Cc1cc(=O)[nH]c(SCCOc2ccccc2F)n1 @ MITF primary = 1&-2
COc1ccc(-c2nc3ccccc3o2)cc1NC(C)=O @ GPR151 activ = 0.0

Additional structures:
canonical_smiles,MITF primary,GPR151 activ,TEAD-YAP block,FBW7 act
CC/C=C\C[C@H]1C(=O)C=C[C@@H]1CCCCCCCC(=O)O,10,0.2,.,.
O=C(COc1ccccc1)NCC12CC3CC(CC(Cl)(C3)C1)C2,14,-1.9,4,1.0
Cc1cccc(Oc2nc3ccccn3c(=O)c2/C=C(\C#N)C(=O)NC2CCCCC2)c1,7,-7.9,10,0.0
CS(=O)(=O)N1CCN(c2ccc([N+](=O)[O-])c(NCc3ccc(Cl)cc3)c2)CC1,-5,-0.9,-8,-0.3
O=C(CN1CCC(c2ccccc2F)CC1)N1CCCC1,10,0.7,0,-0.1
CCC(C)Sc1nc2c(c(=O)[nH]c(=O)n2C)n1C (centres undefined),-6,0.1,-29,0.3
N/C(=N\OC(=O)NC1CCCCC1)c1ccc(Cl)cc1,-2,-0.2,-38,-0.1
CC(=O)NC(=S)NNC(=O)c1ccc(Cl)cc1Cl,-5,-0.1,-2,-0.6
Cc1ccccc1Cc1c(C)nc2nc(SCC(=O)N3CCC(C)CC3)nn2c1C,-1,0.8,7,0.0
Cc1c2c(=O)n(-c3nc4ccccc4s3)[nH]c2cc(=O)n1Cc1ccccc1,71*,1.4,-3,-0.1
CC1CCCCC1NS(=O)(=O)c1ccc2c(c1)n(C)c(=O)c(=O)n2C (centres undefined),12,-0.3,1,0.1
COc1ccc(-c2nc(C3CCN(C(C)=O)C3)n3ccc(OC)cc23)cc1 (centres undefined),9,-0.2,-60,-1.2
O=C(NC1CC1)c1ccc2cncc(-c3cc4ccccc4o3)c2n1,2,-1.0,50*,0.0
CCN(CC)CCCNC(=O)c1sc2ncnc(N3CCc4ccccc4C3)c2c1C,5,-0.1,-17,0.0
Cc1cnc(Nc2ccncc2)nc1Nc1ccc(Oc2ccccc2)cc1,-6,2.8,46*,-0.1

The last two entries of the section above lead into the next.
canonical_smiles,MITF primary,GPR151 activ,TEAD-YAP block,FBW7 act
CCN(CC)CCCNC(=O)c1sc2ncnc(N3CCc4ccccc4C3)c2c1C,5,-0.1,-17,0.0
Cc1cnc(Nc2ccncc2)nc1Nc1ccc(Oc2ccccc2)cc1,-6,2.8,46*,-0.1
Cn1ccnc1C(=O)c1cc(-c2ccco2)nc2ccccc12,20,-0.2,2,0.1
CN(C)CCC(=O)OC1CCCCC1SCc1ccccc1 (centres undefined),19,0.5,-5,0.6
CCOC(=O)CCc1cccc2c1CCC2=O,21,-0.5,7,0.1
O=C(NC12CC3CC(CC(C3)C1)C2)c1ccc(-n2c(=S)[nH]c3ccccc3c2=O)cc1,-5,0.1,-11,0.9
Clc1ccc(CSc2nc3ccccc3c3nc4ccccc4n23)cc1,-14,0.2,-7,0.0
O=C(CSc1nnc(-c2ccccc2)c(-c2ccccc2)n1)Nc1nc(-c2ccccc2)cs1,7,-0.5,-6,-0.2
CCCn1c(C(C)O)nc2ccccc21 (centres undefined),13,3.1,13,0.0
Cc1c(C(=O)NN=C2CCCC2)nnn1-c1nonc1N,-4,-0.3,-11,0.5
Cc1ccc(-c2cnc3ccc(NCCN(C)C)nn23)cc1,-7,-0.1,10,0.0
CCOc1ccc(S(=O)(=O)Oc2ccccc2)cc1,1,-0.8,-14,0.0
Cc1cc(-n2nc(C)cc2C)nc(-c2ccccc2)n1,-2,0.1,1,0.1
CC(C)(C)c1ccc(OCC(O)Cn2c(CO)nc3ccccc32)cc1 (centres undefined),8,0.9,-1,0.0
CCOC(=O)c1cc2occc2n1CC(=O)N1CCCc2ccccc21,-6,-1.1,13,-0.1
N#CC(C#N)=Cc1ccc(OCc2ccc(F)cc2)cc1,10,-6.2,-16,0.2
CCOC(=O)c1cnc2c(C)c(Cl)ccc2c1Nc1cccc(C(F)(F)F)c1,4,0.3,0,-0.1
Cc1ccc(-c2nc(-c3ccc(NC(=O)c4cccc(Br)c4)cc3)no2)cc1[N+](=O)[O-],3,1.3,0,0.0
CCOC(=O)CSc1nc2ccc(N)cc2s1,4,0.5,-3,0.2
O=C(CCn1c(SCC(=O)c2ccccc2)nc2ccccc2c1=O)NCc1ccc(F)cc1,3,-0.2,-5,0.0
CC1=CC(C)C(c2ccccc2)NC1c1ccccc1 (centres undefined),9,-0.3,-3,0.0
O=S(=O)(Nc1cccc(-c2cn3ccsc3n2)c1)c1ccc(Cl)cc1,-6,0.3,1,0.0
CCOC(=O)c1cc(C(=O)c2cc(Cl)ccc2O)coc1=N,-8,0.8,0,-0.3
CCN(CC)S(=O)(=O)c1ccc2oc(C(=O)O)c(C)c2c1,7,-0.1,-2,-0.1
Cc1ccc(CN2CCNC(=O)C2CC(=O)N2CCc3c(Cl)cccc3C2)o1 (centres undefined),15,0.1,1,0.1
Cc1ccc(C)c(NC(=O)C2CCCN2C(N)=O)c1 (centres undefined),7,-0.4,-2,0.1
C=C(C)CSc1nc2c(c(=O)n1-c1cccc(OC)c1)C1(CCCCC1)Cc1ccccc1-2,-3,0.9,-5,-0.1
CC(Oc1ccccc1)C(=O)Nc1ccc(C(=O)NC(C)(C)C)cc1 (centres undefined),-2,-0.2,8,0.0
CC1(C(=O)NCC2CCC3(CCN(Cc4ccccn4)CC3)O2)CCCCC1 (centres undefined),2,0.5,5,0.0
O=C(/C=C/c1ccc(F)cc1)N1CCN(Cc2ccc3c(c2)OCO3)CC1,12,0.6,6,0.3
COc1ccc(C(=O)CSc2cc(C)[nH]c(=O)n2)cc1,-2,0.2,-17,-0.4
COC(=O)CCC(=O)NCC1Cc2cc(-c3cccc(C(=O)OC)c3)cc(Cl)c2O1 (centres undefined),8,-0.6,-8,-0.1
C/C(O)=c1/c(=O)nc2ccc(Cl)c3c2=c1c1ccccc1c3=O,6,1.4,15,-0.3
CCOC(=O)COc1ccc(S(=O)(=O)Nc2ccc(C)c(C)c2)cc1,-1,0.4,0,-0.3
COC(=O)C1=C(C)N=c2s/c(=C\c3ccc(OC(C)=O)cc3)c(=O)n2C1c1ccc(OC)cc1 (centres undefined),-2,-0.8,3,0.0
O=C(/C=C\c1ccc2c(c1)OCO2)Nc1c2c(nn1-c1ccc([N+](=O)[O-])cc1)CSC2,5,2.0,-7,0.2
O=C(Nc1ccc(Cl)c(Cl)c1)c1cc(S(=O)(=O)N2CCc3ccccc3C2)ccc1F,-5,-0.4,2,-0.1
NC(=O)c1c(NC(=O)CN(C(=O)C2CC2)C2CCCCC2)sc2c1CCCC2,16,-1.3,3,1.3
Cc1cc(NNC(=O)c2ccc(N)cc2)c2cccc(C)c2n1,14,1.3,5,0.6
CCN(CC)C(=O)CCn1c(=O)oc2cc(Cl)ccc21,4,-1.1,-7,-0.1
COc1cc(/C=C(/C#N)C(=O)Nc2ccc(Cl)cc2)ccc1O,16,-0.5,-12,0.0
Cc1nc(CNC(=O)CC2C(=O)NCCN2Cc2ccoc2)nc2c1CCCC2 (centres undefined),10,-1.6,3,0.8
COc1cc2c(C(=O)N(C)c3ccccc3F)cn(CC(C)C)c(=O)c2cc1OC,2,0.9,-16,0.0
CCOC(=O)c1c(NC(=O)CSc2nnc(CNC(=O)c3ccc([N+](=O)[O-])cc3)n2-c2cccc(C)c2)sc2c1CCCC2,7,-1.0,6,0.1
COc1ccccc1C(=O)NCCc1ccccc1,-2,1.8,-50,0.0
CCOC(=O)C1=CN(c2ccc(OCC)cc2)C=C(C(=O)OCC)C1c1ccc(C)s1,2,0.5,-7,0.7
Cc1cccc(Nc2nnc(SCC(=O)N3CCc4ccccc43)s2)c1,4,1.9,2,0.1
COc1ccc(C)c2sc(=NC(=O)C(C)C)n(C)c12,5,0.1,1,0.7
CN1CCN(c2nc3ccc(NC(=O)CCSc4ccccc4)cc3s2)CC1,8,-0.5,9,-0.1
CC(C)OC(=O)c1ccc(NC(=O)Nc2ccccc2)cc1,14,-3.9,-68,1.2
CC(=O)Nc1ccc(NC(=O)C(C)n2nc(C)c([N+](=O)[O-])c2C)cc1 (centres undefined),12,-2.0,3,0.2
Cn1c(=O)n(C)c2cc(C(=O)N3CC[C@@H](c4ccccc4)[C@H](O)C3)ccc21,-28,-0.4,-11,0.2
